PhoP inhibition: PhoP-dependent GFP reporter repression – Salmonella Typhimurium, primary screen (AID 1863); actives 0.16% (n = 300,000); S. Typhimurium PhoP-regulated promoter GFP reporter, 4 h; higher % means a stronger effect; inhibition, % at 50 µM, or IC50 in µM where a hit was titrated;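 active means inhibition over 29.93%, a cutoff 3 SD above the screen mean, later confirmed by dose response; inconclusive means inhibition over 29.93% but no dose response follow-up; inactive means inhibition at most 29.93% or unconfirmed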;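 further: 0% = low Mg2+ inducing control and 100% = high Mg2+ repressing control; strong numbers were not always called active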
West Nile antiviral: West Nile virus antiviral activity, cell-based, CPE readout (AID 1621) | West Nile virus-infected cells, CPE inhibition; higher % means a stronger effect | one-dose CPE inhibition, % at 10 µM; IC50 in µM for titrated hits | actives 0.02% (n = 290,000); in the data active means a potency from the dose series; inconclusive means CPE inhibition mostly from about 3.7% at the one dose, without a potency; inactive means the rest, 99 in 100 with CPE inhibition below about 2.2%; further: strong numbers were not always called active
Siah-1 displacement: Siah-1 peptide-binding antagonists, primary screen, biochemical, fluorescence polarization, rhodamine-plectin, uHTS (AID 1817). Siah-1 / rhodamine-plectin peptide fluorescence polarization; higher % means a stronger effect. displacement, % at 20 µM, or IC50 in µM where a hit was titrated. actives 0.02% (n = 290,000);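 active means displacement of at least 50% at 20 µM, with a fluorescence ratio check between 0.3 and a set limit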;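 further: plate controls were Siah plus tracer with DMSO for no effect and tracer alone without Siah for full effect; strong numbers were not always called active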
* marks the source's active call; other numbers are inactive results; ? = inconclusive. This is a subset. The share of hits here may be higher or lower than overall.

PhoP inhibition	West Nile antiviral	Molecule	Siah-1 displacement
-1%	-0.9%	CCn1c(C(C)NS(=O)(=O)c2ccc(Cl)cc2)n[nH]c1=S (stereo not given)	3%
7%	-0.9%	Cc1ccc(C)c(OCc2cc(C(=O)NC(c3ccccn3)C(F)(F)F)no2)c1 (stereo not given)	3%
13%	-0.4%	COc1ccc(S(=O)(=O)N2CCCC(C(=O)NC3CC3)C2)cc1Cl (stereo not given)	-2%
-3%	-0.8%	O=C(Cc1cccs1)NCCc1ccc(Cl)cc1	6%
6%	-0.3%	Cc1ccc(NC(=O)N2CCCC2C(=O)Nc2nnc(C(C)C)s2)cc1 (stereo not given)	0%
1%	0.0%	Cc1ccc(NC(=O)CS(=O)CC(=O)Nc2ccccc2-c2ccc(C)o2)cc1 (stereo not given)	11%
2%	-0.6%	Cc1ccccc1N1CCN(CCC(=O)Nc2ccc(F)cc2)CC1	-2%
-7%	-0.9%	Cc1ccc(NS(=O)(=O)c2ccc(-c3ccc(=O)[nH]n3)o2)cc1Cl	-2%
5%	-1.9%	CC(=O)Nc1ccc(S(=O)(=O)NC2CC3CCC2C3)cc1 (stereo not given)	-2%
9%	-0.3%	COc1ccc(NC(=O)c2cc(-c3ccccc3O)n[nH]2)cc1Cl	2%
-1%	?	CCc1ccc2nc(N(CCCN(C)C)C(=O)c3ccc(S(=O)(=O)N4CCc5ccccc5C4)cc3)sc2c1	0%
-2%	-0.3%	O=C(Nc1ccc2[nH]ncc2c1)c1ccccc1	4%
-30%	-0.2%	Cc1c(C)n(Cc2ccc(F)cc2)c2ccc(C(=O)NCCCN3CCOCC3)cc12	-8%
-4%	-0.2%	COc1cc(C(=O)Nc2c(C(=O)O)[nH]c3ccccc23)cc(OC)c1OC	0%
0%	-1.6%	O=C(CCCC(=O)N(CC(=O)NC1CCCCC1)c1cccc(F)c1)Nc1ccccn1	2%
62µM*	-0.9%	O=C(N/N=C/c1cc(O)ccc1Br)c1cccnc1	2%
4%	-0.3%	O=C1CC(c2ccc3c(c2)OCCO3)Oc2ccc([N+](=O)[O-])cc21 (stereo not given)	7%
2%	-1.2%	O=C(Nc1ccccc1C(=O)N1CCOCC1)c1cc2ccccc2o1	12%
3%	-1.1%	Cc1ccnc(NC(=O)CCNS(=O)(=O)c2ccc(C)c(C)c2)c1	2%
10%	-0.2%	O=C(Nc1ccc(NC(=O)c2ccc3c(c2)OCCO3)cc1)c1ccccc1	-9%

Copied from the list:
Cc1ccc(NC(=O)CS(=O)CC(=O)Nc2ccccc2-c2ccc(C)o2)cc1 (stereo not given) in PhoP inhibition → 1%
O=C(CCCC(=O)N(CC(=O)NC1CCCCC1)c1cccc(F)c1)Nc1ccccn1 in PhoP inhibition → 0%
Cc1c(C)n(Cc2ccc(F)cc2)c2ccc(C(=O)NCCCN3CCOCC3)cc12 in Siah-1 displacement → -8%
CC(=O)Nc1ccc(S(=O)(=O)NC2CC3CCC2C3)cc1 (stereo not given) in West Nile antiviral → -1.9%
COc1ccc(S(=O)(=O)N2CCCC(C(=O)NC3CC3)C2)cc1Cl (stereo not given) in PhoP inhibition → 13%
O=C(N/N=C/c1cc(O)ccc1Br)c1cccnc1 in Siah-1 displacement → 2%

The list goes on:
PhoP inhibition	West Nile antiviral	Molecule	Siah-1 displacement
-8%	-0.2%	CC(=O)Nc1ccc(S(=O)(=O)Nc2cc(C)cn(Cc3ccccc3)c2=O)cc1	1%
0%	-0.4%	O=C1Nc2ccccc2C1=Nc1cccc(Cl)c1	-2%
-2%	-0.9%	CC(C)(C)N(Cc1ccccc1)C(=O)COc1cccnc1[N+](=O)[O-]	10%
1%	-0.6%	O=C(Nc1ccccn1)c1cc2ccccc2cc1O	0%
-3%	0.9%	O=C(c1cc(-c2ccc(O)cc2)on1)N1CCN(c2ccccc2)CC1	0%
4%	0.6%	O=C(O)[C@H]1CCCC[C@H]1C(=O)Nc1ccc(S(=O)(=O)N2CCCCC2)cc1	-2%
14%	0.5%	COCCNC(=O)c1ccc(NS(=O)(=O)c2ccc3[nH]c(=O)[nH]c3c2)cc1	-3%
11%	-0.3%	CC(=O)Nc1ccc(-n2c(C)ccc2-c2ccccc2)cc1	1%
2%	-1.6%	Cc1ccc(NC(=O)[C@H](C)NC(=O)C2CCN(C(=O)[C@@H](NC(=O)OC(C)(C)C)C(C)C)CC2)cc1	0%
9%	-0.6%	Cc1ccc(F)c(CNC(=O)C2CCC(=O)N(Cc3ccccn3)C2)c1F (stereo not given)	-5%
3%	-0.6%	CCN(CC)CCSc1nnc2c3cc(F)ccc3n(Cc3ccccc3)c2n1	3%
-2%	0.1%	COc1cc(CNc2nc3c(C)cc(C)cc3s2)ccc1O	0%
12%	-0.1%	CCCn1nc(NC(=O)COC)c2cc3cc(C)ccc3nc21	-4%
6%	0.7%	Cc1nn(C(C)C(=O)NCCCN(Cc2ccccc2)C(C)C)c(=O)c2c1sc1ccccc12 (stereo not given)	4%
-3%	0.2%	CCN1CCN(c2cc(C)c3cc(NC(=O)CCC(=O)N4CCN(c5ccccc5OC)CC4)ccc3n2)CC1	0%
8%	-0.3%	COc1cccc(OC)c1C(=O)Nc1ccc(S(=O)(=O)Nc2ncccn2)cc1	2%
0%	0.2%	COC(=O)c1sccc1NC(=O)Nc1ccc(OC)c(OC)c1	0%
0%	0.1%	O=C(CCC1CCCCC1)NCCN1CCOCC1	2%
-4%	0.0%	O=C1C=C(O)c2cccc3cccc1c23	9%
2%	-0.4%	O=C(NNC1=NS(=O)(=O)c2ccccc21)c1ccc([N+](=O)[O-])cc1	1%
7%	-0.6%	O=C(O)c1nn(CC(=O)N2CCC(Cc3ccccc3)CC2)c(=O)c2ccccc12	-2%
-2%	-0.2%	CC(=O)Nc1ccc(NC(=O)CS(=O)(=O)Cc2ccccc2)cc1	6%
-5%	1.3%	COC(=O)C1C/C(=N/NS(=O)(=O)c2ccc(C)cc2)CS1 (stereo not given)	-2%
-4%	0.0%	N=c1c(C(=O)NCCN2CCOCC2)cc2c(=O)n3ccccc3nc2n1Cc1ccc(F)cc1	4%
1%	0.0%	Cn1c(=O)oc2cc(S(=O)(=O)Nc3ccc(F)cc3)ccc21	5%
1%	-0.8%	O=C(Cn1cc([N+](=O)[O-])cn1)NCc1ccccc1	-8%
-6%	0.3%	O=C(COC(=O)C1CCC1)NCCc1ccc(Cl)cc1Cl	-4%
-3%	-0.8%	CCOc1cccc(CN(CC)CC2CCCN(CCc3cccc(OC)c3)C2)c1O (stereo not given)	0%
5%	-0.3%	c1ccc(C2CC(c3ccccc3)C(c3ccccc3)N2)cc1 (stereo not given)	-3%
-4%	-0.9%	CN1CCc2c(sc3nc(NCCO)n(-c4cccc(Cl)c4)c(=O)c23)C1	0%
-2%	-0.9%	CC(C)COP(=O)(c1ccc(N(C)C)cc1)C(O)c1ccc(N(C)C)cc1 (stereo not given)	5%
4%	0.4%	COc1ccc(S(=O)(=O)CC(=O)c2cc(C)c(O)c(C)c2)cc1	-5%
11%	0.2%	C=CCC1(CC=C)CCCN1C(=O)c1cc(COc2cncc(Cl)c2)on1	3%
10%	-0.4%	O=C(O)c1ccc(Oc2ccc(S(=O)(=O)c3ccc(C(=O)O)c(C(=O)O)c3)cc2)cc1	2%
-1%	-0.1%	CN(CC(=O)N1CCCC1)S(=O)(=O)c1cccc(Cl)c1	-1%
18%	-0.5%	O=C(O)c1c(NC(=O)N2CCOCC2)sc2c1CCCC2	13%
-9%	-0.2%	Cc1ccc(N(CC(=O)NC(C)c2ccccc2)S(=O)(=O)c2c(C)n[nH]c2C)cc1 (stereo not given)	-4%
-3%	0.2%	CCC(C)COC(c1ccccc1)(c1ccccc1)C(Oc1nc(C)cc(C)n1)C(=O)O (stereo not given)	0%
-11%	-1.0%	COCCNC(=O)[C@@]1(C)C=C[C@@H](Cc2ccccc2)N1C(=O)c1ccccc1	-1%
7%	-0.9%	CCN1C(=O)/C(=C\c2cccc(OC(=O)c3ccco3)c2)SC1=S	-3%

Full records, looked up by structure. Screens in order: PhoP inhibition, West Nile antiviral, Siah-1 displacement
Cn1c(=O)oc2cc(S(=O)(=O)Nc3ccc(F)cc3)ccc21 is listed as 1%, 0.0%, 5%
O=C(CCCC(=O)N(CC(=O)NC1CCCCC1)c1cccc(F)c1)Nc1ccccn1 is listed as 0%, -1.6%, 2%
Cc1ccc(N(CC(=O)NC(C)c2ccccc2)S(=O)(=O)c2c(C)n[nH]c2C)cc1 (stereo not given) is listed as -9%, -0.2%, -4%

Continued.
PhoP inhibition	West Nile antiviral	Molecule	Siah-1 displacement
-6%	-0.7%	O=S(=O)(NCC1CCCO1)c1ccc(Br)cc1 (stereo not given)	14%
1%	-0.2%	CC(=O)Oc1ccc(-c2nc3ccccc3c(=O)o2)cc1	-4%
-2%	-0.7%	COc1cc(C(=O)Nc2ccc(C(=O)NCC3CCCO3)cc2)cc(OC)c1OC (stereo not given)	1%
-2%	0.7%	COc1cccc2cc(-c3cc(=O)oc4cc(C)c(O)cc34)oc12	2%
-4%	0.8%	O=C(NN=C1CCCCCC1)c1cc2ccccc2cc1O	0%
-8%	-0.2%	N#C/C(=C\c1ccncc1)C(=O)Nc1ccc(C(=O)O)cc1	3%
-5%	-1.3%	COc1ccccc1NC(=O)CN(c1ccccc1)S(=O)(=O)c1ccccc1	0%
-9%	-0.3%	CCC(C(=O)NCCc1ccco1)n1nc(C)c2c(C)n(-c3ccccc3)nc2c1=O (stereo not given)	4%
-11%	-0.4%	C=CCn1c2ccccc2c(=O)c2cc(C#CC3(O)CCCCC3)ccc21	-3%
8%	1.0%	CC(C)CN(C(=O)COc1ccc2ccc(=O)oc2c1)C1CCS(=O)(=O)C1 (stereo not given)	-2%
-4%	1.6%	CCN1CCN(c2c(Cl)cccc2NC(=O)c2cc3ccccc3o2)CC1	2%
5%	0.5%	O=C(COc1ccccc1)NC(=S)Nc1cccc2cc(O)ccc12	5%
7%	-1.8%	O=C(C1CCN(S(=O)(=O)c2ccc(-n3cnnn3)cc2)CC1)N1CCCCC1	1%
0%	0.6%	C/C(=N\NC(=O)c1nnn(-c2nonc2N)c1CSc1ccc(C)cc1)c1ccco1	1%
-6%	-0.2%	CCn1c(SCC(=O)Nc2cccc(O)c2)nc2c1c(=O)n(C)c(=O)n2C	3%
-7%	-2.3%	O=C(Nc1ccc(N2CCCCC2)cc1)c1ccc([N+](=O)[O-])o1	39%
-7%	-0.2%	Cc1cc(C(=O)Nc2ccc(Cl)cc2)c2ccccc2n1	2%
1%	-0.4%	CN(c1ccccc1C(=O)Nc1ccccc1-c1ccccc1)S(C)(=O)=O	13%
4%	0.5%	Cc1cc(OC(=O)c2cccc([N+](=O)[O-])c2)c(C)cc1CN1CCOCC1	4%
-1%	0.0%	Cc1ccc(Cl)cc1NC(=O)C1COc2ccccc2O1 (stereo not given)	2%

Part of the list above, with tabs.
molecule	PhoP inhibition	West Nile antiviral	Siah-1 displacement
CCC(C(=O)NCCc1ccco1)n1nc(C)c2c(C)n(-c3ccccc3)nc2c1=O (stereo not given)	-9%	-0.3%	4%
C=CCn1c2ccccc2c(=O)c2cc(C#CC3(O)CCCCC3)ccc21	-11%	-0.4%	-3%
CC(C)CN(C(=O)COc1ccc2ccc(=O)oc2c1)C1CCS(=O)(=O)C1 (stereo not given)	8%	1.0%	-2%
CCN1CCN(c2c(Cl)cccc2NC(=O)c2cc3ccccc3o2)CC1	-4%	1.6%	2%
O=C(COc1ccccc1)NC(=S)Nc1cccc2cc(O)ccc12	5%	0.5%	5%
O=C(C1CCN(S(=O)(=O)c2ccc(-n3cnnn3)cc2)CC1)N1CCCCC1	7%	-1.8%	1%

Next part:
PhoP inhibition	West Nile antiviral	Molecule	Siah-1 displacement
3%	2.2%	CC(C)c1ccc(N(CC(=O)NCc2ccco2)C(=O)CCC(=O)Nc2ccccn2)cc1	1%
3%	0.3%	O=C(O)c1ccc2c(=O)n3c(nc2c1)/C(=C/c1ccc(F)cc1)CC3	5%
0%	-1.6%	CC(=O)N1N=C(c2ccc(Cl)cc2)CC1c1ccc([N+](=O)[O-])cc1 (stereo not given)	0%
0%	0.3%	C/C(=N\NC(=O)c1nnn(-c2nonc2N)c1-c1cccs1)c1cccnc1	8%
-4%	0.1%	CN(C)c1ccc(N2C(=NC(=O)C3CCCO3)SC3CS(=O)(=O)CC32)cc1 (stereo not given)	1%
-2%	0.2%	CC(=O)c1cccc(S(=O)(=O)N2CCC(C(=O)O)(c3ccccc3)CC2)c1	3%
5%	-0.3%	COc1ccccc1C(=O)Nc1cc(C)ccc1NC(=O)c1ccco1	2%
-6%	0.8%	Cc1cc(OCC(=O)NCCc2ccc(Cl)cc2)c2c(C)cc(=O)oc2c1	-3%
-6%	-0.6%	Cc1cc(OC(C)C(=O)NCC(O)c2ccccc2)c2c(C)cc(=O)oc2c1 (stereo not given)	4%
-4%	-0.1%	O=C(CCN1CCN(CCO)CC1)Nc1ccccc1	4%
8%	0.1%	O=C(Nc1c(C(=O)N2CCOCC2)oc2ccccc12)c1cccc([N+](=O)[O-])c1	0%
5%	-0.4%	Cc1ccc(S(=O)(=O)N2CCC(C)CC2)cc1C(=O)NCc1ccccn1	-4%
3%	-0.6%	CN(C)/C(=N\S(=O)(=O)c1ccccc1)c1ccc(F)cc1	-1%
-1%	0.2%	CCOc1ccc2nc(-c3ccccc3)nc(SCC(=O)OC)c2c1	3%
-3%	1.4%	O=S(=O)(Nc1ncccn1)c1cc(Cl)ccc1Cl	3%

Screening data (PubChem BioAssay)
